# TbPYK inhibitor: blocks Trypanosoma brucei pyruvate kinase | Q57TT1 | Potency, µM (series often up to 76.8 µM), for the others: at the top dose activity, negative = inhibition, hits mostly inhibitors | actives 0.12% (n = 410,000) | TbPYK enzyme, Kinase-Glo Plus ATP luminescence, 45 min | AID 624173; further: potency means the concentration at half of the fitted maximal effect; nearly all actives have a fitted effect of over 50% in size
#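 Quantitative HTS: titrated library compounds versus trypanosomal pyruvate kinase in TEA buffer (pH 7.2) containing KCl, MgCl2, BSA and Tween-20. Reactions were initiated with ADP, 130 uM final. Kinase-Glo Plus luminescence was read after 45 min at RT.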
# AMA1-RON2 inh: AMA1-RON2 (P. falciparum) interaction inhibition. AlphaScreen AMA1-biotinylated RON2 peptide binding. Potency, µM (top dose mostly 58.2 µM), inactives show at the top dose activity change, negative = inhibition, actives largely listed as inhibitors. actives 0.2% (n = 360,000);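 further: potency means the concentration at half of the fitted maximal effect; 0% = vehicle wells and -100% = peptide control; nearly all actives have a fitted effect of over 45% in size; some results filed as inactive show a strong effect at the top dose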
#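 AMA1 (3D7) with his tag at 25 nM final met compounds first, then biotinylated RON2 peptide at 25 nM; detection used donor plus acceptor beads, 10 µg/mL apiece, read by AlphaScreen after 30 min at room temperature.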
# AmpC detergent: AmpC beta-lactamase inhibition with detergent present; AmpC hydrolysis of nitrocefin, absorbance 480 nm, 0.01% Triton; Potency, µM (top dose mostly 114 µM), for the others: at the highest dose activity change, negative = inhibition, usual class: inhibitors; actives 0.041% (n = 370,000); AID 485294;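 further: potency means the concentration at half of the fitted maximal effect; 0% = no-compound wells and -100% = no-enzyme wells; nearly all actives have a fitted effect of over 25% in size; some results filed as inactive show a strong effect at the top dose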
# Target sequence (P00811 whole entry, looked up): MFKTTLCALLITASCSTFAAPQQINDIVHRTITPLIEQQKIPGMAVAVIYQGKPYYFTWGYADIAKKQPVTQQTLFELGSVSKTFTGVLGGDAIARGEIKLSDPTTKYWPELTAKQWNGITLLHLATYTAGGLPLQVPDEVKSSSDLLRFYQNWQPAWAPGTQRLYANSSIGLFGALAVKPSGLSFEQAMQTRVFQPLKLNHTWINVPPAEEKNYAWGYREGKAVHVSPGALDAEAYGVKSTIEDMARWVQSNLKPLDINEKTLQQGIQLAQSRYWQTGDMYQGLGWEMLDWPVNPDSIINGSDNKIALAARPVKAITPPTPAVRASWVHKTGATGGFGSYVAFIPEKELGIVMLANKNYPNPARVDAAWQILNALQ
#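 20 mM phosphate pH 7.0 + 0.01% (detergent screen) or 0.0001% Triton X-100; 5.3 nM AmpC reagent; cpd preinc 15 min RT; nitrocefin (800 uM stock) to start; A480 q20 s × 4 min; Activity was normalised to no-enzyme and no-compound control wells.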
# HCMV antiviral: human cytomegalovirus inhibition; HFF cells, HCMV-luciferase reporter, 72 h; hits give low values; activity change, negative = inhibition, % at 57.5 µM; actives 4.5% (n = 410,000); in the data active means activity change below about -60%; inconclusive means no clear call, values can overlap the other calls; inactive means above about -39%
#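 Compounds were evaluated in HFFs infected with an HCMV luciferase reporter virus (MOI 1 PFU/cell). Luciferase in lysates collected 72 h post infection served as the replication measure.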
# AmpC inh no detg: AmpC beta-lactamase inhibition without detergent. P00811. Potency, µM (doses to about 57.1 µM), inactives show at the highest dose activity change, negative = inhibition, most hits filed as inhibitors. AmpC nitrocefin hydrolysis, absorbance 480 nm, 0.0001% Triton. actives 0.52% (n = 330,000);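 further: potency means the concentration at half of the fitted maximal effect; plate controls were no compound for no effect and no enzyme for full effect; nearly all actives have a fitted effect of over 20% in size; some results filed as inactive show a strong effect at the top dose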
#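 AmpC (5.3 nM in the dispensed reagent) in 20 mM phosphate pH 7.0 with 0.01% (detergent screen) or 0.0001% Triton X-100 was preincubated with compounds for 15 min at room temperature. Nitrocefin was then added from an 800 uM solution, and hydrolysis was followed at 480 nm.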
# LmPK inh: inhibitors of Leishmania mexicana pyruvate kinase. AID 1721. Potency, µM (highest dose often 57.5 µM), for the others: at the highest dose activity change, negative = inhibition, most hits filed as inhibitors. purified LmPK, Kinase-Glo ATP luminescence, 1 h. actives 0.37% (n = 290,000). Q27686; further: potency means the concentration at half of the fitted maximal effect
# Target sequence (Q27686 whole entry, looked up): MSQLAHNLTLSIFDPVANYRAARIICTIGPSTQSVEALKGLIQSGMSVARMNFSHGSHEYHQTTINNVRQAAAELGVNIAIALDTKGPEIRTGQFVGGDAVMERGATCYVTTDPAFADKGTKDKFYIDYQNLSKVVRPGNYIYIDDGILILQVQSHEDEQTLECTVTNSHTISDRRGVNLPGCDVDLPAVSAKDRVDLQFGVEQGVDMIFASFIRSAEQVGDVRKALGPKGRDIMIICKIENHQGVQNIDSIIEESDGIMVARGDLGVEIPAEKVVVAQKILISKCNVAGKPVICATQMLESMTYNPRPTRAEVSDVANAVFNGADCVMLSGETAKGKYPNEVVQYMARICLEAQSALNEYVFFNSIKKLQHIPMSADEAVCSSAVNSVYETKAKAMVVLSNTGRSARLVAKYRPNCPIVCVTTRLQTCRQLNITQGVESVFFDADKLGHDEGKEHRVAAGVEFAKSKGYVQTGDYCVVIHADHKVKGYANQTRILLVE
#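 In 50 mM imidazole pH 7.2 with 7 mM MgCl2, LmPK (0.1 nM) turned over PEP (0.5 mM) and ADP (0.1 mM) for 1 h at room temperature. Luciferase read-out of ATP.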
# Sm TGR inh: blocks Schistosoma mansoni thioredoxin glutathione reductase. Potency, µM (series often up to 114 µM), for the others: at the highest dose activity change, negative = inhibition, usual class: inhibitors. Q962Y6. purified TGR, DTNB reduction, TNB absorbance 405 nm. actives 3% (n = 360,000). AID 485364; further: potency means the concentration at half of the fitted maximal effect; nearly all actives have a fitted effect of over 60% in size
#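 TGR 20 nM + NADPH 100 uM (dispensed conc.), cpd preinc 15 min RT; start with NADPH (500 uM addition) then DTNB (15 mM addition). Kinetic TNB absorbance, 405 nm filter. Four-parameter Hill fit across titration.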
# Active calls of the source: *; ? = inconclusive; / = no result given; [ ] = remark or other dose. Unless noted, the call rests on the fitted dose curve; in most records, active means well fitted curve in the direction sought with a large enough effect; inconclusive means small, poorly fitted or top-dose-only effect, or another doubt; inactive means no such curve, though single readings can be large; an effect the other way counts as inactive or inconclusive. Unless noted, on the % scale 0 is the no-effect control and ±100 the full control effect.
no.	compound	AmpC inh no detg	Sm TGR inh	HCMV antiviral	AmpC detergent	TbPYK inhibitor	AMA1-RON2 inh	LmPK inh
1	CN(C(=O)CSC1=NC2C(N=N1)c1cc(Br)ccc1N2C)C1CCCCC1 (stereo not given)	-10.3%	-10.7%[57.1 µM]	-29.5	2.1%	2.8%	2.1%	-1.9%
2	Cc1noc(C)c1CCC(=O)N1CCCC(CCC(=O)NCc2ccccc2F)C1 (stereo not given)	6.7%	-5.0%[57.1 µM]	-6.7	-1.1%	-6.0%	17.0%	-6.7%
3	Cc1ccc(C(=O)c2oc3ccccc3c2NC(=O)COc2ccc(C(C)C)cc2)cc1	/	6.6%	-2.4	27.7%	3.1%	/	/
4	COC(=O)[C@@]1(Cc2ccc(F)cc2)[C@H]2c3cc(C(=O)N(C)C)n(Cc4ccccc4)c3C[C@H]2CN1C(=O)c1ccccc1	294.3%[activator]	-24.3%	?	?	0.0%	-0.7%	-0.7%
5	C=CCC1(C#N)C(=S)NC2=C(C(=O)CC(C)(C)C2)C1c1ccc(Br)cc1 (stereo not given)	?	-8.8%	-38.8	-3.3%	-4.6%	-14.3%	-3.2%
6	O=C1NC2c3ccccc3CC2O1 (stereo not given)	-13.6%	0.6%	-0.5	?	-9.3%	2.4%	0.1%
7	O=C(O)c1sccc1NC(=O)c1c(Cl)cccc1Cl	-14.4%	6.7%	3.2	-1.9%	-5.9%	-10.7%	8.0%
8	COc1ccc(NC(=O)CN(C)S(=O)(=O)c2ccc(Br)s2)cc1	4.4%	-6.7%	?	6.3%	-1.4%	-8.1%	-3.3%
9	COc1cc(OC)c(Nc2cc(C)nc3nc(C)nn23)cc1Cl	0.2%	2.9%	49.5	?	1.0%	12.4%	-1.4%
10	CC(C)(C)c1ccc(C(=O)N2CCC2(C)C(=O)NCCC#N)cc1 (stereo not given)	/	/	5.9	/	-9.3%	1.9%	/
11	Cc1[nH]n(-c2ccccc2)c(=O)c1/C=N/NC(=O)C(C)C	-10.7%	7.7%	-8.8	4.3%	-7.9%	8.8%	-8.1%
12	COc1ccc(OC)c(NC(=O)c2cnc(Nc3ccccc3OC)c3ccccc23)c1	1.2%	-0.4%	-38.5	-5.7%	6.6%	-16.3%	0.6%
13	CC(C)c1ccc(C2C(C(=O)c3ccco3)=C(O)C(=O)N2CC2CCCO2)cc1 (stereo not given)	-29.1%	12.7%	-10.5	?	6.1%	0.0%	-1.4%
14	Cc1ncc([N+](=O)[O-])n1CC(=O)NCCc1ccccc1	13.6%	-8.5%	18.6	0.2%	3.3%	8.7%	12.5%
15	COc1ccc(-c2noc(CCCOc3ccc(Cl)cc3Cl)n2)cc1	-8.7%	1.2%	-7.1	-14.6%	4.4%	-16.4%	0.4%
16	CCOc1ccc(NC(=O)Cn2sc3nc(C)cc(C)c3c2=O)cc1	-14.6%	0.0%	/	?	5.62µM*	7.7%	-16.1%
17	COc1ccc(OC)c(CNC(=O)c2cnc(N(C)C)nc2)c1	/	3.9%	2.9	2.5%	-0.4%	/	/
18	COc1ccc(-n2nc(C(=O)N3CCCCC3)c3ccccc3c2=O)cc1	-20.4%	10.5%	5.3	-4.1%	-3.4%	4.5%	-8.8%
19	N#CCCn1cc(C(CC(=O)c2ccccc2)C(=O)O)c2ccccc21 (stereo not given)	-15.2%	?	52.2	5.5%	-8.3%	8.3%	4.3%
20	COc1cccc(OC)c1C(=O)Nc1ccnn1C	-14.8%	-7.5%	/	-7.2%	4.9%	-6.0%	3.8%
21	Nc1nc2c(ccc3ccccc32)s1	/	/	93.5	/	-1.2%	12.0%	/
22	COc1cccc(OC)c1C(=O)OCc1c(-c2ccccc2)ncc2ccccc12	-6.4%	/	-30.3	/	6.7%	-12.2%	/
23	COc1cccc(OCC(O)CN2CCC(Cc3ccccc3)CC2)c1 (stereo not given)	19.1%	10.7%	8.1	-8.3%	-3.5%	-3.3%	-3.2%
24	O=[N+]([O-])c1cc([N+](=O)[O-])c(Oc2cc(Cl)cc(Cl)c2)cc1NN1CCCCC1	-19.7%	4.9%	-78.1*	-19.0%	-0.1%	7.7%	/
25	O=C(COC(=O)c1ccc2ncsc2c1)NC(=O)NCc1ccccc1	-2.0%	-1.3%	-5.6	9.6%	2.9%	-1.3%	5.7%
26	CC(=Nc1ccc(C)c(C)c1)C1=C(O)CCC1=O	-12.9%	4.4%	15.7	-5.8%	-6.3%	-0.2%	9.9%
27	CCC(=O)Nc1c2c(nn1-c1ccccc1)CSC2	-6.6%	50.1µM*	-0.1	?	4.1%	-3.8%	-0.4%
28	CC(=O)Nc1ccc(CN2C(=O)C(CCc3ccccc3)ON=C2c2cnccn2)cc1 (stereo not given)	/	/	29.8	/	-2.2%	6.5%	/
29	Cc1csc(NC(=O)c2ccco2)n1	1.7%	21.2%	-84.3*	-1.8%	-3.0%	17.5%	0.5%
30	COc1ccc(N2CCN(c3csc4ccccc4c3=O)CC2)cc1	/	0.3%	0.7	-1.9%	1.7%	/	/
31	COc1ccc(NC(=O)c2cc(-c3cc(F)ccc3OC(C)C)n[nH]2)cc1OC	/	/	-24.9	/	3.4%	-19.7%	/
32	Cc1nn(C)c(C)c1CNC(=O)/C=C/c1ccccc1F	2.1%	-3.9%	-16.8	-11.7%	15.3%	4.3%	-2.5%
33	CCC(C(=O)NCCc1ccc(Cl)cc1)n1ccc2cc(S(=O)(=O)N3CCCCC3)ccc21 (stereo not given)	/	5.2%	-26.5	0.3%	-1.4%	/	/
34	CSc1cccc(NC(C)=O)c1	-11.2%	8.4%	7.3	?	3.4%	-8.0%	-1.5%
35	COc1ccc2cc(C(=O)NCc3ccco3)c(=O)oc2c1	-22.7%	-29.5%	-29.3	0.7%	-4.0%	11.5%	-3.6%
36	COc1ccc(C2CC(c3cccc(Cl)c3)=NN2c2ccc(S(N)(=O)=O)cc2)cc1 (stereo not given)	-24.1%	/	1.1	/	2.4%	41.8%[activator]	/
37	CNC(=S)NC12CC3CC(CC(C3)C1)C2	-1.7%	/	?	3.3%	2.9%	-8.8%	-3.4%
38	Nc1nnnn1/N=C/c1cccc(O)c1	-2.0%	-1.4%	-22.8	3.7%	0.2%	6.7%	-2.4%
39	O=C(c1ccccc1)N(Cc1nc2ccccc2c(=O)[nH]1)C1CCCC1	-3.5%	-11.6%	-3.1	2.8%	0.0%	20.7%	4.3%
40	COc1ccc(/C=C2\SC(=O)N(CCNC(=O)Cn3cnnn3)C2=O)cc1	-6.2%	2.0%	79.3	-11.1%	-5.6%	-2.3%	-3.4%
41	O=C(CSc1nc(C2CC2)nc2ccccc12)Nc1ccc2c(c1)OCCO2	-19.6%	-16.3%	-71.4*	2.9%	-3.4%	0.9%	5.8%
42	Cc1ccc(C)c(NC(=O)CN(C)C(=O)c2ccc3[nH]c4c(c3c2)CC(C)CC4)c1 (stereo not given)	61.5%[activator]	-16.0%	-29.8	-5.3%	-7.9%	-14.4%	/
43	O=C(O)c1cccc(-c2nnn(Cc3ccccc3Cl)n2)c1	-20.3%	0.5%	117.4	-4.1%	5.1%	-0.2%	-9.0%
44	COC(=O)C[C@H]1C[C@H]2c3cc(NC(=O)C4CCC4)ccc3O[C@H]2[C@H](CO)O1	/	/	-21.2	/	1.7%	1.6%	/
45	Cc1c(Cl)cccc1NC(=O)CNC(=O)C1CC(=O)N(C2CCCC2)C1 (stereo not given)	-17.7%	/	0.0	/	27.7%	-12.1%	/
46	O=C(O)/C=C/c1cccc(NC(=O)c2ccccc2)c1	2.0%	10.3%	-18.7	-3.3%	-18.5%	9.5%	?
47	Cc1sc(-c2ccncc2)nc1OC(=O)c1ccc(Cl)cc1	56.5%	1.4%	29.1	?	2.5%	-8.9%	-7.1%
48	Cc1noc(C)c1CSCC(=O)N(C)CC(=O)Nc1ccc(Cl)c(C(F)(F)F)c1	-10.2%	5.7%	-17.8	1.8%	-6.1%	-1.1%	/
49	COc1ccc(OC)c(S(=O)(=O)Nc2ccc(-c3ccc4nnc(C)n4n3)cc2)c1	195.5%[activator]	-5.4%	0.2	-1.7%	-11.2%	-4.3%	/
50	COCCCN1CN(Cc2ccccc2)CNC1=S	-18.8%	-5.8%	23.1	-14.4%	-1.3%	-7.3%	-1.7%

# In the list so far, 2 contain a nitro group on carbon.
no.	compound	AmpC inh no detg	Sm TGR inh	HCMV antiviral	AmpC detergent	TbPYK inhibitor	AMA1-RON2 inh	LmPK inh
14	Cc1ncc([N+](=O)[O-])n1CC(=O)NCCc1ccccc1	13.6%	-8.5%	18.6	0.2%	3.3%	8.7%	12.5%
24	O=[N+]([O-])c1cc([N+](=O)[O-])c(Oc2cc(Cl)cc(Cl)c2)cc1NN1CCCCC1	-19.7%	4.9%	-78.1*	-19.0%	-0.1%	7.7%	/

# (list continues)
no.	compound	AmpC inh no detg	Sm TGR inh	HCMV antiviral	AmpC detergent	TbPYK inhibitor	AMA1-RON2 inh	LmPK inh
51	CCNc1nc(NCC)n2c(SCC(=O)NC34CC5CC(CC(C5)C3)C4)nnc2n1	-7.3%	-13.9%	23.5	-8.8%	-3.8%	0.0%	-2.3%
52	COC(=O)c1ccc(NC(=O)CCN2C(=O)NC(C)(C)C2=O)cc1	-18.6%	-3.1%	34.4	-3.5%	-10.3%	-2.7%	/
53	Cc1cnc(C)c(N2CCN(C(=O)C3CCC(=O)N(CCc4cccc(F)c4)C3)CC2)n1 (stereo not given)	117.4%[activator]	3.3%	17.2	?	-5.2%	-4.5%	-9.4%
54	Cc1ccccc1C(=O)NC1CCN(Cc2nnnn2C2CCCC2)CC1	-13.4%	-2.8%	-28.7	-9.1%	0.5%	37.6%[activator]	-2.9%

# Arranged by heavy-atom count (largest number first): five of the compounds above
no.	compound	AmpC inh no detg	Sm TGR inh	HCMV antiviral	AmpC detergent	TbPYK inhibitor	AMA1-RON2 inh	LmPK inh
15	COc1ccc(-c2noc(CCCOc3ccc(Cl)cc3Cl)n2)cc1	-8.7%	1.2%	-7.1	-14.6%	4.4%	-16.4%	0.4%
35	COc1ccc2cc(C(=O)NCc3ccco3)c(=O)oc2c1	-22.7%	-29.5%	-29.3	0.7%	-4.0%	11.5%	-3.6%
14	Cc1ncc([N+](=O)[O-])n1CC(=O)NCCc1ccccc1	13.6%	-8.5%	18.6	0.2%	3.3%	8.7%	12.5%
38	Nc1nnnn1/N=C/c1cccc(O)c1	-2.0%	-1.4%	-22.8	3.7%	0.2%	6.7%	-2.4%
29	Cc1csc(NC(=O)c2ccco2)n1	1.7%	21.2%	-84.3*	-1.8%	-3.0%	17.5%	0.5%
